FEN1 inh = human FEN1 inhibition | P39748 | Potency, µM (titrated, usually from 114 µM), inactives show at the top dose activity change, negative = inhibition, most hits filed as inhibitors | Recombinant FEN1 flap cleavage, fluorescence, 15 min | 390,000 tested, 0.35% active; also: nearly all actives have a fitted effect of over 65% in size
Target sequence (P39748 whole entry, looked up): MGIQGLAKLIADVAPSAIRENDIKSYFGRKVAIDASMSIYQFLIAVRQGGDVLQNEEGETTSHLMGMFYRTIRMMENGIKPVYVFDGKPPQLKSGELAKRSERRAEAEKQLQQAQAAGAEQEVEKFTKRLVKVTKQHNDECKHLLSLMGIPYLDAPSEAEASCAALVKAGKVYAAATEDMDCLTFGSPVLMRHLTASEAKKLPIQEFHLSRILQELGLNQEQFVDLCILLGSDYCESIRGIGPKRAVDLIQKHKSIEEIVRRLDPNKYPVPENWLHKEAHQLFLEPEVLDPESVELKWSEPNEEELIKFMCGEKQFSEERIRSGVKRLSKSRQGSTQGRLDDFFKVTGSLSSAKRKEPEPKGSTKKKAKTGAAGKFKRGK
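FEN1 at 10 nM preincubated with compounds 15 min at room temperature, then flap DNA substrate added at 50 nM final. Signal read at 0 and 15 min; concentration-response fitted with four-parameter Hill equation.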
KAT2A inh = blocks human GCN5L2 histone acetyltransferase; Potency, µM (highest dose often 58.9 µM), for inactives: top-dose activity change, negative = inhibition, most hits filed as inhibitors; 390,000 tested, 0.21% active; GCN5L2 HAT assay, ThioGlo1 CoA-SH fluorescence
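Preincubate 20nM GCN5L2 with compound 15 min, RT → add 50uM ThioGlo1 + 75uM H3(1-25) + 70uM acetyl-CoA → read fluorescence 0 and 20 min. Primary qHTS; fluorescent artifacts likely.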
N370S GC mod = inhibits or activates N370S mutant glucocerebrosidase | N370S GC spleen homogenate, 4MU-glucoside fluorescence | Potency, µM (top dose mostly 59.4 µM), inactives show at the top dose activity change, negative = inhibition, actives largely listed as inhibitors | 330,000 tested, 0.092% active | AID 2101;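 also: 0% = full enzyme activity and -100% = no enzyme basal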
* = called active by the depositor; ? = inconclusive; · = not tested or not shown; & = joins results of further samples. Calls follow the shape of the dose curve; as a rule, active = well fitted curve in the direction sought with a large enough effect; inconclusive = small, poorly fitted or top-dose-only effect, or another doubt; inactive = no such curve, though single readings can be large; an effect the other way counts as inactive or inconclusive. Unless noted, % is scaled to controls: 0 for no effect and ±100 for the full control effect; potency is read from the fitted curve at half-maximal effect.

The first 2 records, ahead of the listing:
SMILES	FEN1 inh	KAT2A inh	N370S GC mod
CCOC(=O)CNC(=O)COc1coc(CN2CCN(c3ccc(F)cc3)CC2)cc1=O	-3%	-33%	-10%
COc1ccc(S(=O)(=O)Nc2cccc3c2O[C@H](CN(C)Cc2ccc(Cl)c(Cl)c2)[C@@H](C)CN([C@H](C)CO)C3=O)cc1	5%	-10%	·

Results, repeating the preview:
SMILES	FEN1 inh	KAT2A inh	N370S GC mod
CCOC(=O)CNC(=O)COc1coc(CN2CCN(c3ccc(F)cc3)CC2)cc1=O	-3%	-33%	-10%
COc1ccc(S(=O)(=O)Nc2cccc3c2O[C@H](CN(C)Cc2ccc(Cl)c(Cl)c2)[C@@H](C)CN([C@H](C)CO)C3=O)cc1	5%	-10%	·
COC(=O)C1=C(O)CSC1=Nc1ccc(C)cc1	-14%	2%	0%
CCCc1noc(-c2cccc([N+](=O)[O-])c2)n1	4%	4%	10%
O=C(Nc1ccncc1)Nc1cccc(Cl)c1Cl	-7%	-6%	-15%
N#C/C(=C/c1ccc(Cl)cc1)NC(=O)c1ccccc1	-11%	1%	10%
CCOC(=O)c1sc(NC(=O)C2c3ccccc3Oc3ccccc32)c(C#N)c1C	-27%	0%	·
Cc1ncc([N+](=O)[O-])n1CC(=O)Nc1ccc2c(c1)OCO2	2%	-8%	-12%
COc1ccc2oc(-c3cccc(NC(=O)c4ccc(C#N)cc4F)c3)nc2c1	1%	-2%	·
CC(=O)c1ccc(N/N=C(/C(N)=O)C2=NC(C)(C)Cc3ccccc32)cc1	2%	-6%	-4%
CC1CCCCN1C(=O)COC(=O)c1ccc2c(c1)C(=O)N(Cc1ccco1)C2=O (stereo not drawn)	-3%	-2%	·
CCN(CC)C(=O)CSc1nnc(-c2cc(OC)cc(OC)c2)o1	0%	-3%	4%
CC(=O)Cc1nsc(NC(=O)c2ccc(-c3ccc(F)cc3)o2)n1	12%	-2%	?
CC(C)NC(=O)COc1coc(CN2CCN(c3ccccc3F)CC2)cc1=O	21%	-6%	1%
Cc1ccc(CNC(=O)CCC(=O)n2ncc3cc(C)ccc32)cc1	-16%	?	-7%
Cc1ccc(-n2nnc(-c3cc4ccccc4nc3Cl)n2)cc1	-9%	-2%	20%
C=CCOc1ccc(/C=N/Nc2ccccn2)cc1OC	1%	0%	-27%
Cc1nn(Cc2ccccc2)c(C)c1NC(=O)c1noc2c1CCc1ccccc1-2	-4%	-15%	3%
O=C(CC(=O)c1ccccc1)Nc1cccnc1	-3%	-7%	10%
CCOC(=O)c1cc(-c2ccccc2C)nn1CC1CC(c2ccc(OC)cc2)=NO1 (stereo not drawn)	-14%	-6%	·
c1ccc(-c2nnc3n2N=C(c2ccc4c(c2)OCO4)CS3)nc1	-6%	-3%	-1%
CCN(CC)S(=O)(=O)c1cccc(NC2=NCCCCC2)c1	-4%	1%	1%
Cc1ccc(S(=O)(=O)N2CCCCC2)cc1C(=O)Nc1ccc(S(=O)(=O)Nc2ncccn2)cc1	?	-9%	-9%
Cc1ccc(C)c(NC(=O)C2CCN(c3cc(C)nc4c(-c5ccc(Cl)cc5)c(C)nn34)CC2)c1	-5%	-3%	·
O=C(NCCCN1CCCC1=O)c1ccc(OCc2ccccc2)cc1	-3%	-6%	·

The final 2 records of the section before come first, to join the parts:
SMILES	FEN1 inh	KAT2A inh	N370S GC mod
Cc1ccc(C)c(NC(=O)C2CCN(c3cc(C)nc4c(-c5ccc(Cl)cc5)c(C)nn34)CC2)c1	-5%	-3%	·
O=C(NCCCN1CCCC1=O)c1ccc(OCc2ccccc2)cc1	-3%	-6%	·
O=C(Cc1csc(-c2ccc(F)cc2)n1)Nc1cccc(S(=O)(=O)NC2=NCCC2)c1	15%	-3%	·
Cc1cc(C)c(NC(=O)CN2C(=O)NC(Cc3ccccc3)C2=O)c(C)c1 (stereo not drawn)	3%	3%	-5%
CCOC(=O)CC(NC(=O)CCc1c(C)nc2ncnn2c1C)c1ccc(OC(C)C)cc1 (stereo not drawn)	5%&11%	1%&0%	-3%
c1coc(CNc2ncnc3sc4c(c23)CCCCC4)c1	-6%	-13%	8%
CC(C)OC(=O)CSc1nc2ccccc2s1	-13%	-2%	12%
Cc1cccc(NC(=O)C2CCCN(C(=O)NCc3ccccc3)C2)c1C (stereo not drawn)	37%	-5%	4%
CN1/C(=C\C(=O)CSc2ncn[nH]2)C(C)(C)c2ccccc21	4%	-5%	5%
O=C(c1cc(-c2ccc(Cl)c(Cl)c2)on1)N1CCCC1	·	-1%	26%
COc1ccc(N2CCN(CCN3C(=O)c4ccccc4C3=O)CC2)cc1	-1%	1%	-2%
Cc1ccc(N2C(=O)N(CC(=O)Nc3ccccc3C)C(=O)C2C)cc1 (stereo not drawn)	-3%	-3%	0%
COc1ccc(C(=O)CC(=O)C(=O)Nc2cc([N+](=O)[O-])ccc2OC)cc1	-1%	-3%	-4%
Cn1cc(CNCc2cn[nH]c2-c2ccc(F)cc2)c(-c2ccc3c(c2)OCCO3)n1	17%	-1%	-12%
Oc1ccc(-c2nccc(-c3ccc(Cl)cc3Cl)n2)cc1	1%	-9%	-5%
OC(COCc1ccccc1)Cn1cnc2ccccc21 (stereo not drawn)	3%	?	7%
CC(=O)Nc1ccccc1OCCOc1ccc(Br)cc1	21%	-7%	6%
COc1ccc(OC)c(C(=O)c2nc3c(n2O)CCCCC3)c1	-3%	-1%	-5%
O=C(c1ccco1)N(Cc1cccc([N+](=O)[O-])c1)c1ccc(Br)cc1	-20%	-7%	-1%
C1CCN2C[C@H]3C[C@H](CN4CCCCC34)C2C1 (stereo partly drawn)	·	?	-5%&8%
O=C(O)c1cc(Cl)c(Cl)cc1C(=O)Nc1cccnc1	·	2%	10%
Cc1c(NC(=O)C(C)(C)C)cccc1-c1nc2ccccc2s1	-3%	-17%	·
O=C(NCCCN1CCCC1)Nc1cccc2ccccc12	-6%	-3%	11%
COC(=O)c1cc2oc(C)cc2n1CC(=O)Nc1ccc(C)c(C)c1	-4%	-3%	5%
COc1ccccc1NS(=O)(=O)c1ccc(C)c(C(=O)NC2CCN(Cc3ccccc3)CC2)c1	1%	-5%	0%
Cc1cc2oc(C(=O)Nc3ccc(S(N)(=O)=O)cc3)c(C)c2cc1Cl	-4%	-2%	7%
CN(C(=O)c1ccccc1C(=O)OCC(=O)c1ccc(F)c(F)c1)C1CCCCC1	-7%	-1%	1%
Later entries
SMILES	FEN1 inh	KAT2A inh	N370S GC mod
O=C(CSc1nnc(-c2cccc(Br)c2)o1)N1CCOCC1	5%	-2%	0%
COc1cccc(NC(=O)CSC2=NN3CCCC(=O)N=C3S2)c1	10%	0%	1%
COc1ccc(CCNC(=O)/C=C/c2ccco2)cc1	-25%	?	-11%
CCOC(=O)C1=C(C)NC2=C(C(=O)C(C(=O)OCC)C(c3ccccc3OC)C2)C1c1ccccn1 (stereo not drawn)	-12%	11%	2%
NC(=O)c1nsc(C(=O)N(c2ccccc2F)C(C(=O)NCc2ccccc2)c2ccc(O)cc2)c1N (stereo not drawn)	-12%	-7%	7%
CCOc1ccccc1NC(=O)c1cc2c(=O)n(Cc3cccnc3)ccc2nc1C	4%	-1%	·
CCC(CC)C(=O)Nc1c2c(nn1-c1ccc(OC)cc1)CS(=O)C2 (stereo not drawn)	-1%	-5%	2%
C[C@H](CO)N1C[C@H](C)[C@@H](CN(C)C)Oc2c(NC(=O)Cc3ccccc3)cccc2C1=O	-10%	-1%	·
O=C(COC(=O)c1n[nH]c2ccccc12)NCCc1ccc(Cl)cc1	-7%	-8%	·
Cn1c(=O)[nH]c(=O)c2c1nc(SCc1ccccc1Cl)n2CC(N)=O	·	0%	-4%
COc1ccc(C2=C(C)C(=O)N(Cc3ccc(C(=O)Nc4cc(C)ccc4C)cc3)S2(=O)=O)cc1	-7%	-11%	·
COc1ccc(-c2cc([N+](=O)[O-])ccc2OCC(=O)N(C)CC(=O)Nc2ccc(C)cc2)cc1	-13%	-15%	-16%
Cc1ccccc1C1C(C#N)=C2NC(=O)c3c(sc4c3CCCCC4)N2C2=C1C(=O)CC(C)(C)C2 (stereo not drawn)	·	-5%	24%
Cc1ccc(C(=O)Nc2ccccc2C(=O)O)cc1S(=O)(=O)NC1CCCCC1	-1%	-1%	1%
CNC(=O)c1c(NC(=O)C2=COCCO2)sc(C)c1C	0%	-7%	-10%
CCN(Cc1ccccc1)C(=O)CCc1nc(-c2ccc(C)cc2)no1	-1%	-9%	6%
COc1cccc(NC(=O)c2c(C)oc3nc(C)nc(N4CCCC4)c23)c1	-7%	-22%	·
COc1cccc(-n2c(=S)sc3c(=O)n(-c4ccccc4OC)c(SCC4OCCO4)nc32)c1	-7%	-6%	-7%
O=C(CSc1nc2sc3c(c2c(=O)n1-c1ccccc1)CCCC3)N/N=C/c1ccc(C(=O)O)cc1	4%	-10%	-1%
C/C(=N\NC(=O)CSCc1ccccc1Cl)c1cccc(NC(=O)c2ccccc2)c1	0%	0%	6%
O=C(Nc1nccs1)c1ccccc1N=Cc1ccccc1	-15%	-27%	25%
COCCn1c(SCC(=O)N2CCCC2)nnc1-c1ccco1	3%	-10%	3%
COc1ccc(S(=O)(=O)Nc2ccc3c(c2)C(=O)N([C@H](C)CO)C[C@H](C)[C@@H](CN(C)C(=O)Nc2ccccc2)O3)cc1	-8%	1%	·
COc1ccc(Nc2ncnc3sccc23)cc1	0%	-3%	-10%
c1coc(-c2ccc3ncnc(NCc4cccs4)c3c2)c1	·	-7%	3%

Another view of some results above.
FEN1 inh	KAT2A inh	N370S GC mod	structure
-1%	-1%	1%	Cc1ccc(C(=O)Nc2ccccc2C(=O)O)cc1S(=O)(=O)NC1CCCCC1
0%	-7%	-10%	CNC(=O)c1c(NC(=O)C2=COCCO2)sc(C)c1C

One compound at a time (already shown).
Cc1ccc(C(=O)Nc2ccccc2C(=O)O)cc1S(=O)(=O)NC1CCCCC1 in the list: FEN1 inh = -1%; KAT2A inh = -1%; N370S GC mod = 1%
COc1ccc(Nc2ncnc3sccc23)cc1 in the list: FEN1 inh = 0%; KAT2A inh = -3%; N370S GC mod = -10%

Next part.
SMILES	FEN1 inh	KAT2A inh	N370S GC mod
COC(=O)[C@@]1(C)[C@H]2C(=O)N(Cc3ccccc3)C(=O)[C@H]2[C@H]2CN=C(SCc3ccccc3)N21	10%	-11%	·
Cc1cc(NC(=O)CN(C)S(=O)(=O)c2cnc[nH]2)ccc1Br	-17%	-2%	-21%
COc1ccc(C(=O)CC(=O)C(=O)Nc2ccc(C)c(C)c2)cc1	0%	2%	0%
CCOc1ccc(N(CCCCO)C(=S)NC(=O)c2ccc(C)c(Br)c2)cc1	-14%	-7%	4%
CCOC(=O)C1(Cc2ccccc2)NC(c2ccccc2F)C2C(=O)N(CC)C(=O)C21 (stereo not drawn)	-6%	-2%	3%
CSc1ccc(NC(=O)N2CC=C(n3c(=O)[nH]c4ccccc43)CC2)cc1	-10%	-2%	-3%
O=C(NCC1CCCO1)c1ccc(CSCc2cccc(F)c2)o1 (stereo not drawn)	12%	-6%	15%
CC1CCCC(=C\c2ccccc2)/C1=N/O (stereo not drawn)	-3%	1%	-1%
Cc1ccc(Cc2nc3ccccc3nc2SCC(=O)N2CCN(c3ccccc3)CC2)cc1	12%	-13%	·
Cc1ccc(-c2cc(C(=O)NCCc3ccccc3)c3c(-c4ccc(C)cc4)[nH]nc3n2)cc1	1%	-1%	·
COc1ccc(NC(=O)CCc2nnc3ccc(NCc4ccco4)nn23)cc1	-9%	-24%	0%
Oc1c(C(c2ccc(F)cc2)N2CCCC2)sc2nc(-c3ccco3)nn12 (stereo not drawn)	0%	0%	·
CC(C)(C)c1ccc(OCC(=O)OCCNC(=O)c2cccnc2)cc1	-2%	1%	5%
CCN(CC)Cc1c(C(=O)N/N=C/c2cccc3ccccc23)nnn1-c1nonc1N	-11%	-13%	1%
CCC(Sc1nnc(-c2ccc(OC)cc2)c(-c2ccc(OC)cc2)n1)C(=O)Nc1cccc(OC)c1 (stereo not drawn)	-1%	-12%	·
CCOc1ccccc1CNC(=O)CCc1c(C)nn(-c2ccc(N3CCCCC3)nn2)c1C	0%	0%	·
O=C(Nc1ccc(S(=O)(=O)N2CCC(c3nc4ccccc4s3)CC2)cc1)c1ccccc1F	19%	-1%	·
COc1ccc(NC(=O)N2CCN(c3nc4ccccc4n3C(C)C)CC2)cc1	20%	-9%	12%
COc1cc(C(=S)N2CCCC2)ccc1OS(=O)(=O)c1ccc(NC(C)=O)cc1	-15%	-3%	6%
COc1cc(CC(=O)Nc2ccc(S(=O)(=O)NC3=NCCCCC3)cc2)cc(OC)c1OC	-2%	-9%	3%
COc1cc(NC(=O)C2=CC(c3ccc(F)cc3)=NS(=O)(=O)N2C)cc(OC)c1OC	17%	-4%	·
C/C(=N\Nc1cccc2cccnc12)c1ccc(C)cc1	?	-3%	-12%
O=C(Nc1ccc2ccccc2c1)N1CCCN(CCOc2ccccc2)CC1	21%	6%	2%
Cn1c(=O)n(C)c2cc(S(=O)(=O)N3CCOCC3)ccc21	-9%	-4%	26%
COC(=O)c1ccc(/C=C/C(=O)c2ccc(OC)cc2)cc1	-17%	-7%	7%
Clc1ccc(-c2csc(N3CCSCC3)n2)cc1	-5%	-4%	-1%
COc1cccc(OCC(=O)NCC2CCCO2)c1 (stereo not drawn)	-2%	-1%	·

From PubChem

Outcome played no part in choosing rows. About 0.54% of those tested had a hit in this group.
